V-ATPase pHluor = regulators of yeast V-ATPase proton transport. S. cerevisiae, pHLuorin cytosolic pH fluorescence. response, % at 10 µM. hit rate 0.37% among 350,000; in the data active = response mostly above about 7.3%, no sharp cut-off; inactive = mostly below about 5.4%; also: actives read high; inactives centre near 0; some compounds called inactive have numbers as strong as hits; reference of the scale not given here
MITF TRPM1 HTS = increases MITF-driven TRPM1 promoter luciferase signal; SK-MEL-5 TRPM1-promoter luciferase, 24 h; % of positive control, neutral wells = 0; activation, % at 12.5 µM; hit rate 0.75% among 300,000; AID 588334;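 active = mean activation of at least 80% with every replicate also reaching 80%; inconclusive = mean reaches 80% but some replicate falls short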;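 also: 0% = neutral control wells and 100% = parthenolide positive control wells; values of inactives mirror those of a sister screen read the other way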
SR-BI HDL uptake = inhibitors of mouse SR-BI mediated HDL lipid uptake; Q61009; ldlA[mSR-BI] CHO cells, DiI-HDL uptake fluorescence, 3 h; inhibition, % at 12.5 µM; hit rate 0.96% among 320,000;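 active = mean replicate inhibition of at least 70% and a set share of replicates each scoring 70 or more; inconclusive = meets just one of the two criteria; inactive = fails both criteria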;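 also: 0% = median of neutral control wells and 100% = median of positive control wells; values of inactives mirror those of a sister screen read the other way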
dFosB activator = mouse delta FosB homodimer activation. activation, % at 25 µM. hit rate 0.99% among 340,000. P13346. purified delta FosB, TAMRA-CDK5 oligo fluorescence polarization; percent of positive-control signal above neutral wells. AID 493131;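 active = mean activation above about 17%, with every replicate also reaching it, limit read from the data, passing the limit was not always enough; inconclusive = only one of the two conditions met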;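 also: fluorescence polarization rise as delta FosB binds a TAMRA Cdk5 AP-1 oligo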
Target sequence (P13346 whole entry, looked up): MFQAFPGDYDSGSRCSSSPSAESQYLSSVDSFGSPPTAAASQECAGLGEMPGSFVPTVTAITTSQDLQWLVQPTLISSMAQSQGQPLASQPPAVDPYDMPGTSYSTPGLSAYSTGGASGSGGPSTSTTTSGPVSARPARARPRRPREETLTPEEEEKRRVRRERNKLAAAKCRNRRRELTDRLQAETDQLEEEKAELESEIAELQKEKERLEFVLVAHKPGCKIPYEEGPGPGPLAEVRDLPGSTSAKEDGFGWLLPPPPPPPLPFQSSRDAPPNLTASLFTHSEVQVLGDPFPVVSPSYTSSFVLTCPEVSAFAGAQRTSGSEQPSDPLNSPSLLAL
CDK5 p35 inh = CDK5/p35 (human) kinase inhibition; hit rate 0.01% among 330,000; Q00535+Q15078; AID 488839; Recombinant CDK5/p35, ADP-Glo luminescence, 60 min; inhibition, % at 10 µM;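 active = highest replicate inhibition of at least 50% and at least 75% of replicates reaching 50%; inconclusive = only one of the two criteria met; inactive = both criteria failed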;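 also: plate controls were DMSO neutral control for no effect and GW8510 at 10 µM for full effect; many of its hits are not listed in these tables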
Target sequence (Q00535 whole entry, looked up): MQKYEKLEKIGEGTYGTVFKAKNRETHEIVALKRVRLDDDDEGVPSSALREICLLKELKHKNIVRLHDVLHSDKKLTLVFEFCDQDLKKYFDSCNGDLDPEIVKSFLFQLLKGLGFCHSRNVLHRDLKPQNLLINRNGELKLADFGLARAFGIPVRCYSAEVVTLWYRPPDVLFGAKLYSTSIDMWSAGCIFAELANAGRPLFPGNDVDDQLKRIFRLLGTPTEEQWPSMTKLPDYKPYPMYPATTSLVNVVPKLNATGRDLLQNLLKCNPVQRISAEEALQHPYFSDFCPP
Target sequence (Q15078 whole entry, looked up): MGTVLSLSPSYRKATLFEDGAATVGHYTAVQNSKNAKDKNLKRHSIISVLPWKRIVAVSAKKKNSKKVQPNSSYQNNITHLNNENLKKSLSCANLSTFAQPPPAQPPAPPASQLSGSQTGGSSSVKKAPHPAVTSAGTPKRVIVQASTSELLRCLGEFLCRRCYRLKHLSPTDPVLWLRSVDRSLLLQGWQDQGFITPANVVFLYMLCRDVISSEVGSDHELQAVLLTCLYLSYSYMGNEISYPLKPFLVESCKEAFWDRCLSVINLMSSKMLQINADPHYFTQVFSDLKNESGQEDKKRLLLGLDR
NSD2 inh = blocks human histone methyltransferase NSD2 | NSD2 peptide methylation, AlphaScreen, 120 min | AID 743445 | hit rate 0.54% among 310,000 | inhibition, % at 12.5 µM; in the data active = inhibition above about 50%
HTR5A inv ag = HTR5A inverse agonism, opioid heterodimer counter-screen. hit rate 0.083% among 340,000. P47898. HTR5A cell line, luminescence. inhibition, % at 9.3 µM; in the data active = inhibition mostly above about 23%, no sharp cut-off; inactive = mostly below about 18%;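 also: 0% = cells with DMSO and 100% = no-cell wells with DMSO; some compounds called inactive have numbers as strong as hits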
HTR5A ag ctr = HTR5A agonism, opioid heterodimer counter-screen | P47898 | HTR5A agonist assay, luminescence, cell-based | activation, % at 9.3 µM | hit rate 0.61% among 340,000; in the data active = activation mostly above about 9.5%, no sharp cut-off; inactive = mostly below about 7.6%;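 also: 0% = cells with vehicle only and 100% = reference agonist; strong numbers were not always called active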
Wnt act = activators of Wnt/beta-catenin signaling; Wnt/beta-catenin reporter cell assay, activator, plate reader; activation, % at 9.35 µM; hit rate 1.2% among 300,000; AID 743398; in the data active = activation above about 30%, passing the limit was not always enough; inconclusive = no clear call, values can overlap the other calls;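 also: 0% = neutral control wells and 100% = positive control wells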
PvdQ acylase = blocks Pseudomonas aeruginosa PvdQ acylase activity; inhibition, % at 10 µM; AID 488965; purified PvdQ acylase, fluorescence plate reader; hit rate 0.063% among 340,000; in the data active = inhibition above about 30%, passing the limit was not always enough; inconclusive = no clear call, values can overlap the other calls;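 also: 0% = vehicle neutral wells and 100% = reference inhibitor wells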
The depositor's hits bear a star; u = inconclusive; x = no result given; & = joins results of further samples.

| SMILES | V-ATPase pHluor | MITF TRPM1 HTS | SR-BI HDL uptake | dFosB activator | CDK5 p35 inh | NSD2 inh | HTR5A inv ag | HTR5A ag ctr | Wnt act | PvdQ acylase |
| --- | --- | --- | --- | --- | --- | --- | --- | --- | --- | --- |
| COCCC(=O)N(Cc1ccc2c(c1)OCO2)C(C(=O)NC1CCCCC1)c1ccncc1 (centres undefined) | 0 | 0 | 7 | 5 | 0.8 | 38 | -9 | 5 | -2 | -12 |
| CCOc1ccc(N(CC(=O)Nc2c(C)n(C)n(-c3ccccc3)c2=O)S(=O)(=O)c2ccccc2)cc1 | -2 | -2 | -1 | -4 | -1.6 | 2 | 2 | 2 | 0 | 2 |
| CCOC(=O)c1cccc(NC(=O)c2cnccn2)c1 | -1 | x | 25 | 2 | 0.3 | -1 | -22 | -2 | x | -17 |
| c1cc(-c2nnc3n2CCCCC3)ccn1 | 0 | -1 | -40 | 3 | 0.2 | 0 | 2 | -1 | x | -12 |
| CC(=O)c1cccc(NC(=O)Nc2cccnc2)c1 | -2 | -1 | 8 | -13 | 2.2 | 0 | -32 | 12 | -3 | -7 |
| CC(C)(C)[C@H]1COC(=O)CCCC/C=C\C[C@H](CC(=O)N(CCO)Cc2ccccc2)C(=O)N1 | -2 | -6 | -25 | -1 | -3.2 | x | -8 | 2 | -1 | -11 |
| CC(C)OC1(c2ccccc2)OC(=O)c2ccccc21 (centres undefined) | -5 | -5 | 0 | 0 | 0.2 | 7 | 5 | -2 | 3 | -14 |
| COc1ccc(C(=O)NNC(=O)CCC(=O)NNC(=O)c2ccc(OC)cc2)cc1 | 2 | 2 | x | -2 | 0.2 | -1 | 9 | -4 | -1 | -9 |
| NC(=O)C1CCN(c2nc(-c3ccccc3)nc3ccccc23)CC1 | -2 | -1 | 9 | -13 | -0.6 | -1 | -12 | 4 | x | -4 |
| COc1ccccc1-n1cc(CN2CCN(CC=C(C)C)C(CCO)C2)cn1 (centres undefined) | -2 | -3 | x | 2 | -1.7 | 0 | 6 | 4 | 5 | -10 |
| CCOc1ccc(CN2CCC(n3nccc3NC(=O)CCCc3ccccc3)CC2)cc1 | -1 | 5 | 17 | -9 | 0.7 | 2 | 13 | -1 | 2 | 5 |
| CCOC(=O)c1sc(NC(=O)c2ccoc2C)c(C(N)=O)c1C | 1 | 1 | 22 | -59 | -1.2 | 0 | 0 | 0 | 0 | -17 |
| OC(COc1ccccc1)CN1CCCC1 (centres undefined) | -3 | -8 | -12 | 3 | -3.4 | 0 | -10 | 3 | -2 | -14 |
| Cc1ccc(NC(=O)NC2CCN(CC(=O)Nc3nccs3)CC2)cc1 | 5 | x | 25 | 9 | -0.2 | 0 | -14 | -1 | x | -13 |
| COc1cccc(NC(=O)CN(c2ccccc2OC)S(=O)(=O)c2cccs2)c1 | -2 | -16 | 5 | -11 | 0.5 | 3 | 0 | 0 | -2 | 2 |
| CCC(=O)Nc1sc2c(c1C#N)CC(C)(CC)OC2 (centres undefined) | -5 | 13 | 22 | 4 | -0.9 | 0 | 11 | -5 | 1 | 3 |
| O=c1c(C(c2ccccc2)c2c(O)sc3ccccc3c2=O)c(O)sc2ccccc12 | 1 | 5 | -29&24 | 0 | -1.1 | 6 | -18 | 8 | -6 | -13&4 |
| CCN(c1cccc(C)c1)S(=O)(=O)c1ccc2c3c(cccc13)C(=O)N2 | -4 | -3 | 4 | -11 | 0.4 | -1 | -51 | 2 | 27 | 11 |
| Cc1ccc(-c2nc3ccccc3o2)cc1NC(=S)NC(=O)c1cc2ccccc2o1 | -3 | 16 | -2 | 4 | -0.4 | -2 | -16 | 5 | 10 | -12 |
| O=C(/C=C/c1cccc(F)c1)NCc1ccc2c(c1)OCO2 | 3 | -4 | x | -10 | 0.8 | -3 | -11 | 3 | 3 | -9 |
| COc1ccc(CC(=O)NCC(=O)N=Nc2c(O)[nH]c3ccccc23)cc1 | 4 | 9 | 1 | -2 | x | -2 | 0 | 3 | 1 | -14 |
| Cc1ccc(NC(=O)C2CCC(C(C)(C)C)CC2)cc1S(=O)(=O)N1CCOCC1 (centres undefined) | -2 | -6 | 61 | -10 | 0.1 | x | -28 | 7 | -7 | -15 |
| CN(c1ccccc1)S(=O)(=O)c1nnc(NC(=O)c2ccco2)s1 | -1 | 0 | 3 | -11 | -0.1 | -1 | -2 | 2 | -1 | -12 |
| COc1cccc(NC(=O)C2CC(=O)N(Cc3ccco3)C2)c1 (centres undefined) | -6 | -9 | -32 | -12 | -0.3 | 0 | 12 | -3 | -1 | -16 |
| CC(CCN1CCC(CN2C(=O)C(=O)NC[C@@H]2Cc2ccccc2)CC1)c1ccccc1 (some centres undefined) | 0 | -5 | 25 | 5 | 0.4 | x | 0 | 0 | 11 | -21 |
| CC1(C)Cc2c(sc3c2c(=N)n(Cc2ccco2)c(=O)n3Cc2ccccc2)CO1 | x | -20 | 13 | -5 | 0.4 | 0 | 9 | -4 | x | -10 |
| C=CCc1ccc(OCC(O)CN2CCN(c3ccccc3OC)CC2)c(OC)c1 (centres undefined) | 2 | 7 | 15 | -16 | 0.2 | 5 | -13 | 3 | 1 | -5 |
| CSc1cccc(NS(=O)(=O)c2cccs2)c1 | -2 | 9 | -4 | 2 | 1.9 | -2 | 10 | -4 | 0 | -5 |
| CCCN(CCC)CCCNC(=O)c1cc2c(=O)[nH]c3ccccc3c2n1C | 0 | 10 | 36 | -8 | 2.8 | 19 | -2 | 1 | 5 | -11 |
| C=CCn1c(SCC(=O)C(C)(C)C)nnc1-c1cccs1 | -5 | 14 | -15 | 5 | 0.3 | -1 | -3 | -4 | x | -13 |
| COc1ccc2c(C)cc(SCC(=O)Nc3cccnc3Cl)nc2c1 | 1 | -13 | 44 | u | 0.1 | 10 | 24 | 7 | 0 | 1 |
| Cc1cc(Br)ccc1NC(=O)CNC(=O)c1ccc(-n2cncn2)c([N+](=O)[O-])c1 | 2 | -9 | -17 | -9 | -0.9 | -1 | -12 | 4 | 2 | -11 |
| Cc1cccc(OCC(=O)Nc2ccc(NC(=O)c3ccccc3)cc2)c1 | 1 | -5 | 5 | -7 | 0.1 | -1 | 2 | 1 | -1 | -6 |
| CC(C)(C)S(=O)(=O)Cc1nc(-c2ccc(Cl)c(Cl)c2)cs1 | 7 | 26 | 35 | -9 | 2.7 | -1 | 3 | 4 | 24 | 9 |
| COc1cc(CC(=O)OCC(=O)c2ccc(F)cc2)cc(OC)c1OC | 1 | -1 | -8 | 5 | -2.2 | -2 | 2 | 0 | -4 | -14 |
| COc1cccc(NC(=O)CCCn2c(=S)[nH]c3ccccc3c2=O)c1 | 0 | x | 4 | -11 | 2.6 | 2 | -2 | 1 | x | -18 |
| O=C1c2cccnc2C(=O)N1Cc1cccs1 | 2 | 1 | -22 | 7 | -2.6 | x | -18 | 7 | -2 | -13 |
| O=[N+]([O-])c1ccc(N2CCOCC2)cc1 | 0 | 3 | 10 | 4 | -0.7 | 0 | 0 | 0 | 2 | 13 |
| COc1ccccc1N(CC(=O)Nc1ccc2c(c1)OCCO2)S(C)(=O)=O | 1 | x | -23 | 6 | 2.2 | 3 | 15 | -2 | -1 | -15 |
| COc1ccc(-c2nc(-c3ccccc3)no2)c(OC)c1 | 8 | -44 | 27 | -30 | 0.1 | x | -14 | 0 | 1 | 0 |
| O=C(/C=C/c1ccc(OCCCF)cc1)NCc1cccc(Cl)c1 | 5 | x | 32 | -12 | -0.9 | -1 | -42 | 2 | -7 | -1 |
| CN(C)S(=O)(=O)c1ccc(NC(=O)Cn2ccsc2=N)cc1 | -1 | -2 | -24 | 1 | -1.5 | 2 | 11 | -2 | -1 | -17 |
| NC(=O)CSc1nnc(NC(=O)C2CC(=O)N(c3ccc(F)cc3)C2)s1 (centres undefined) | -4 | -5 | 11 | -14 | 0.7 | 3 | 18 | 0 | -1 | 3 |
| CS(=O)(=O)Nc1nnc(SCC(=O)N(c2ccccc2)c2ccccc2)s1 | -2 | -4 | -14 | -1 | 0.9 | 1 | 5 | -2 | x | 5 |
| CCC(c1nnnn1C(C)(C)CC)N(CCCO)Cc1cc2cc(C)cc(C)c2[nH]c1=O (centres undefined) | -2 | x | 2 | -11 | -0.4 | 1 | -5 | 2 | -1 | 3 |
| CN(C)C(CN=C1NS(=O)(=O)c2ccccc21)c1ccco1 (centres undefined) | -1 | -16 | -11 | -11 | -1.0 | -3 | 4 | -2 | -1 | -14 |
| COc1ccccc1CN(C)C(=O)c1cccc(S(=O)(=O)N2CCN(Cc3ccccc3)CC2)c1 | -1 | 0 | 4 | -12 | -1.5 | -1 | 6 | 5 | -1 | -1 |
| C=CC[C@@H](CC(=O)N[C@@H](CO)Cc1ccccc1)C(=O)NCCOC(=O)[C@@H](CC=C)CC(=O)OC(C)(C)C | 1 | -6 | -5 | -3 | 0.2 | x | 3 | -1 | 1 | -12 |
| CN(c1ccccc1)S(=O)(=O)c1ccc2[nH]c(=O)[nH]c2c1 | -3 | 4 | -5 | 2 | 0.0 | 1 | -3 | 1 | 1 | -7 |
| COc1ccc(CCN=C(N)NS(=O)(=O)c2ccccc2)cc1 | 1 | -2 | -49 | 1 | 1.1 | 2 | -8 | -2 | -1 | -1 |
| COc1ccc(NC(=O)C(C)Sc2nnc3c4c(nc(-c5ccc(OC)cc5)n23)CC(C)(C)OC4)cc1 (centres undefined) | -3 | 10 | -23 | -5 | -1.3 | -1 | -15 | 6 | -5 | 8 |
| COc1ccc(N2CCN(C(=O)CCCN3C(=O)c4cccc5cccc(c45)C3=O)CC2)cc1 | -1 | x | -13 | 8 | 0.2 | -1 | -2 | 1 | x | -2 |
| CNC(=O)C(=O)NCC1OCCCN1S(=O)(=O)c1cccs1 (centres undefined) | 2 | 13 | -38 | 2 | -2.7 | 0 | 1 | 4 | x | -17 |
| O=C(Cn1ncc2c(=O)oc3ccccc3c21)N1CCN(C(=O)c2ccco2)CC1 | 0 | -15 | -33 | -8 | -2.2 | 0 | -11 | -1 | x | 1 |
| O=c1ccc2cc([N+](=O)[O-])c(CCO)cc2o1 | -1 | -11 | -11 | -4 | -0.8 | x | -1 | 0 | -1 | 0 |
| CCCc1cc(=O)oc2c(C)c(OCC(=O)Nc3ccc(CN4CCOCC4)cc3)ccc12 | -2 | 17 | 28 | 2 | 0.2 | -2 | -1 | 6 | -1 | 13 |

New compounds follow:
| SMILES | V-ATPase pHluor | MITF TRPM1 HTS | SR-BI HDL uptake | dFosB activator | CDK5 p35 inh | NSD2 inh | HTR5A inv ag | HTR5A ag ctr | Wnt act | PvdQ acylase |
| --- | --- | --- | --- | --- | --- | --- | --- | --- | --- | --- |
| COC(=O)CNC(=O)C(NC(=O)OCc1ccccc1)C(C)C (centres undefined) | -4 | -6 | 1 | 6 | -0.2 | -3 | 15 | 3 | -1 | -8 |
| Nc1nc(NC(=O)c2ccc(Cl)cc2)nn1-c1ccccc1 | -1 | 14 | -22 | 0 | 1.0 | x | 9 | 4 | 8 | -10 |
| C[C@H](CO)N1C[C@H](C)[C@@H](CN(C)Cc2ccc(C(=O)O)cc2)Oc2c(NS(=O)(=O)c3cccs3)cccc2C1=O | 1 | 4 | -10 | -7 | -2.8 | x | -17 | 5 | -4 | -20 |
| Cc1ccsc1/C=N/Nc1nc(Cl)c(Cl)cc1Cl | 2 | 19 | 30 | 8 | 0.0 | -1 | -13 | 3 | -9 | -6 |
| CCN1/C(=C/c2ccc3cccc(C)c3[n+]2CC)Sc2ccccc21 | 1 | -71 | 29 | 66* | 8.4 | 45 | 2 | -1 | x | 5 |

Screening data deposited in PubChem BioAssay by several laboratories.
